BL2 CD40 inh: CD40 pathway inhibition in BL2 cells; 0.94% of 83,000 active; inhibition, % at 10 µM; AID 1053188; BL2 NF-kB luciferase reporter, CD40L-induced, 4 h;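 active = mean inhibition of at least 50% with a set share of replicates also reaching that level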;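 also: 0% = neutral control wells and 100% = IKK inhibitor VII at 50 µM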
Starred values were filed as active, the others as inactive; & = joins results of further samples; [ ] = remark or other dose. An excerpt, so the mix of outcomes need not match the whole.

SMILES | BL2 CD40 inh
Cc1ccc(S(=O)(=O)N2CCN(C(=O)CCC(=O)NCc3ccc(F)cc3)CC2)cc1 | 1.4
COc1cccc(C(=O)NC2CCCN(C3Cc4ccccc4C3)C2)c1OC (stereo not given) | 5.2
Cc1cccc(OC(C)C(=O)Nc2nc(-c3ccncc3)cs2)c1 (stereo not given) | 0.6
O=C(NC(=O)c1ccccc1)Nc1cccc(S(=O)(=O)N2CCCCC2)c1 | -0.6
COc1ccc(OC)c(NC(=O)CCCC(=O)NC2CCCCC2)c1 | 14.0
CC1(C)Cc2c(C#N)c(SCCOc3ccccc3)nc(N3CCOCC3)c2CO1 | -6.6
Cc1nc2cccc(C(=O)NCc3ccccc3)c2o1 | 6.5
CCn1nc(C(=O)NCC(c2cccs2)N2CCOCC2)c2ccccc2c1=O (stereo not given) | 7.1
CC(=O)NS(=O)(=O)c1ccc(N2C(=O)c3ccccc3C2=O)cc1 | 6.1
Cc1ccccc1S(=O)(=O)N1CCCCN2[C@@H](CO)[C@@H](c3ccc(-c4cccc(F)c4)cc3)[C@@H]2C1 | 33.6
Cc1ccc(C(c2nnnn2CC2CCCO2)N2CCN(C)CC2)cc1 (stereo not given) | 3.8
O=C(NCc1ccccc1CN1CCCC1)c1ccc(OCc2cscn2)cc1 | -2.7
CC1CCN(C(=O)c2ccccc2NC(=O)Nc2ccccc2)CC1 | -6.8
CCC(=O)N1[C@@H]2CN(S(=O)(=O)c3ccc(F)cc3)c3ccccc3[C@@H]2[C@@H]1CO | 7.8[25 µM]
COc1cc(OC)cc(C(=O)OCC(=O)NCc2ccco2)c1 | 15.1
Cc1nn2c3ccccc3n(C)c2nc1=O | 4.9
C[C@@H]1CN([C@@H](C)CO)C(=O)CCCn2nncc2CO[C@H]1CN(C)Cc1ccc2c(c1)OCCN2C | -9.2[25 µM]
N#Cc1cccc(NC(=O)CCN2C(=O)C3CCCCC3C2=O)c1 (stereo not given) | 4.6
COc1ccc(C(CNC(=O)COc2ccccc2)N2CCCCC2)cc1 (stereo not given) | 2.2
S=C(NCCN1CCOCC1)Nc1ccc(-c2nc3ccccc3[nH]2)cc1 | -17.7
COC(=O)c1sc(NC(=O)c2c(OC)cccc2OC)c(C#N)c1C | 1.0
COc1ccc(N2C(=O)C3CCCN3C2=O)cc1 (stereo not given) | -1.5
Cc1ccc2c(CC(=O)O)coc2c1 | -22.5
FC(F)(F)c1cc(-c2ccco2)nc(N2CCN(c3ccccc3)CC2)n1 | 5.1
CC(=O)c1c(C(=O)O)[nH]c(C(=O)O)c1C | 7.0
COc1ccccc1-n1cnc2cc(C(=O)NCCCN3CCOCC3)ccc21 | 2.7
CO[C@H]1CN(C)C(=O)c2cc(NC(=O)c3cnccn3)ccc2OC[C@H](C)NC[C@H]1C | -4.1[25 µM]
CC(C)(C)C(=O)N1CCN(c2ccc([N+](=O)[O-])cc2-n2cccc2)CC1 | -5.4
CSc1nc(-c2ccco2)nn1C(=O)Cc1ccccc1 | 2.9
O=C1NCCOCc2cn(nn2)CC[C@@H]1Cc1ccc(F)cc1 | 4.5[25 µM]
COCCCN(C(=O)CCSc1ccc(F)cc1)c1c(N)n(Cc2ccccc2)c(=O)[nH]c1=O | 3.0
O=C(Oc1cccc2ccccc12)c1cc(Cl)nc2ccccc12 | 3.5
Cc1cccc(S(=O)(=O)N2[C@@H]3CNC[C@H]2C3c2ccc(-c3cccnc3)cc2)c1 (stereo not given in full) | 0.6&5.6
Cn1nccc1C(=O)N1CCN(c2ncccn2)CC1 | 10.1
Cc1cc(C)n2nc(CC#N)c(C#N)c2n1 | -0.6
S=c1[nH]nc(/C=C/c2ccccc2)o1 | 16.1
CN(C)CC(=O)N1CC2(C1)[C@@H](c1ccccc1)[C@@H](CO)N2S(=O)(=O)c1ccccc1 | 2.9
CC(C)[C@H]1COCc2cn(nn2)CC[C@H](Cc2ccccc2)C(=O)N1 | 11.1
CC(C)C(O)(C#CCN1CCCCC1)C(C)C | 3.6
COc1ccccc1NC(=O)CSc1nc(=O)n(CCN(C)C)c2c1CCCC2 | -1.6
CCN(CC)S(=O)(=O)c1ccc2oc(C(=O)NC(C)C)c(C)c2c1 | 15.2
CC(C(=O)N(C)C)N1c2cccc3cccc(c23)S1(=O)=O (stereo not given) | 15.6
Cc1ccc(S(=O)(=O)c2ccc(NC(=O)c3c(F)cccc3F)cc2)cc1 | -10.0
Nc1ncnc(Nc2ccccn2)c1[N+](=O)[O-] | 8.4
O=C(Oc1cccnc1)c1cc(S(=O)(=O)N2CCCCC2)ccc1Cl | 6.8
COc1ccc(CN2CCN(C(=O)c3cccnc3)CC2)cc1Br | 1.7
CC1=C(C)CC(C(=O)NC2CCCC2)C(C(=O)O)C1 (stereo not given) | -6.7
O=C(Nc1ccc(F)c([N+](=O)[O-])c1)C1CC(=O)N(Cc2ccccc2)C1 (stereo not given) | 4.2
CCN1[C@@H]2c3ccc(-c4ccc(C(=O)N(C)C)cc4)c(=O)n3C[C@@H]2[C@@H](CO)[C@@H]1C(=O)NCCOC | -4.3[25 µM]
COc1ccccc1N1CCN(C(=O)c2cc(-c3ccco3)on2)CC1 | 1.2
O=C(Nc1ccc2c(c1)OCCO2)NC12CC3CC(CC(C3)C1)C2 | -100.9
Cc1ccccc1-c1nc(CN2CCCC2c2ccc(F)cc2)c(C)o1 (stereo not given) | 3.3
Cc1nnc(N2CCOCC2)c2nn(-c3ccccc3)c(C)c12 | 3.9
O=C(c1cccc(F)c1)N1CC[C@@H]2[C@@H](CO)Nc3ccc(-c4ccc(F)cc4)cc3[C@@H]21 | -6.6
O=C(Nc1cccc(S(=O)(=O)N2CCOCC2)c1)C1CCN(S(=O)(=O)c2ccccc2)CC1 | 7.0
CC(=O)c1cccc(CN2CCCC(C(=O)Nc3cccc(-n4cccn4)c3)C2)c1 (stereo not given) | -3.5
Cc1ccc(NC(=O)CNC(=O)Cc2cccc3ccccc23)c(O)c1 | -8.4
CC(N)c1csc(Nc2ccc(C(=O)c3ccccc3)cc2)n1 (stereo not given) | -16.3
Cc1ccc(-n2cc(CNCCCn3cccn3)c(-c3cccc(C)c3)n2)cc1 | -2.8
Cc1cc2n(n1)C(c1cn(-c3ccccc3)nc1C)Nc1ccccc1-2 (stereo not given) | 3.1
The results go on:
SMILES | BL2 CD40 inh
COC(=O)c1ccc(COC(=O)C(NC(=O)Cc2ccccc2)C(C)C)cc1 (stereo not given) | 2.7
COc1ccc(C(=O)NC(=O)COC(=O)CCS(=O)(=O)c2ccc(C)cc2)cc1 | 5.3
CC(C)c1cccc(-c2csc(C(O)c3ccco3)n2)c1 (stereo not given) | -6.0
O=C(Nc1cccnc1)c1cc(-c2cccs2)on1 | -59.2
COc1cccc(NC(=O)c2cnc(NS(=O)(=O)c3ccccc3)nc2)c1 | -6.2
Nc1ncnc2nn(C3OC(CO)C(O)C3O)nc12 (stereo not given) | 17.6
Cc1ccc(CNC(=O)c2ccccc2-n2cnnn2)cc1 | 18.6
CN(C)C(=O)c1ccc(-c2ccc3c(c2)[C@H]2[C@H](CCN2C(=O)C2CCC2)[C@H](CO)N3C)cc1 | 4.7
O=C(OCc1c(Cl)nc2sccn12)c1cc2c(s1)CCCC2 | 35.1
CN(C)C(=O)[C@@H]1[C@@H](CO)[C@@H]2Cn3c(ccc(-c4ccncc4)c3=O)[C@H]1N2CC1CC1 | -0.1[25 µM]
Cc1ccc(-c2nn(-c3ccccc3)cc2C(=O)NCC(c2cccs2)N2CCOCC2)cc1 (stereo not given) | -11.1
O=C(CN1CCN(C(C(=O)Nc2cc(C(F)(F)F)ccc2Cl)c2ccccc2)CC1)NC1CC1 (stereo not given) | 2.0
COc1ccc2c3c([nH]c2c1)[C@@H](CO)N(S(=O)(=O)c1ccccc1)CC31CCN(C)CC1 | -10.8[25 µM]
O=C(Nc1ccc(F)cc1)N1CCCCN2[C@@H](CO)[C@@H](c3ccc(C#Cc4ccccc4)cc3)[C@@H]2C1 | 62.6*
Cc1ccc(S(=O)(=O)Nc2ccc(NC(=O)c3cccnc3)cc2)cc1 | -10.0
O=C(CN1CCOCC1)N1CC(=O)N2[C@@H](CO)[C@H](c3ccc(-c4cccc(F)c4)cc3)[C@@H]2C1 | -14.8[25 µM]
O=C(c1ccco1)N1CCN(S(=O)(=O)c2ccccc2)CC1 | 4.3
NC(=O)c1ccsc1NC(=O)COC(=O)Cc1ccc(F)cc1 | 11.8
c1ccc2c(CSCc3nc4ccccc4[nH]3)cccc2c1 | -16.3
COc1ccc(S(=O)(=O)N(C)C[C@@H]2OCc3ccccc3-c3c(n(C)c4ccccc34)C(=O)N([C@H](C)CO)C[C@H]2C)cc1 | 4.3

A different layout for part of the listing above:
O=C(Nc1cccnc1)c1cc(-c2cccs2)on1
- BL2 CD40 inh: -59.2

COC(=O)c1ccc(COC(=O)C(NC(=O)Cc2ccccc2)C(C)C)cc1 (stereo not given)
- BL2 CD40 inh: 2.7

O=C(CN1CCN(C(C(=O)Nc2cc(C(F)(F)F)ccc2Cl)c2ccccc2)CC1)NC1CC1 (stereo not given)
- BL2 CD40 inh: 2.0

COc1cccc(NC(=O)c2cnc(NS(=O)(=O)c3ccccc3)nc2)c1
- BL2 CD40 inh: -6.2

The listing picks up; the six compounds before the break are reprinted first.
SMILES | BL2 CD40 inh
Cc1ccc(S(=O)(=O)Nc2ccc(NC(=O)c3cccnc3)cc2)cc1 | -10.0
O=C(CN1CCOCC1)N1CC(=O)N2[C@@H](CO)[C@H](c3ccc(-c4cccc(F)c4)cc3)[C@@H]2C1 | -14.8[25 µM]
O=C(c1ccco1)N1CCN(S(=O)(=O)c2ccccc2)CC1 | 4.3
NC(=O)c1ccsc1NC(=O)COC(=O)Cc1ccc(F)cc1 | 11.8
c1ccc2c(CSCc3nc4ccccc4[nH]3)cccc2c1 | -16.3
COc1ccc(S(=O)(=O)N(C)C[C@@H]2OCc3ccccc3-c3c(n(C)c4ccccc34)C(=O)N([C@H](C)CO)C[C@H]2C)cc1 | 4.3
COc1ccc(S(=O)(=O)NCCC(=O)OCC(=O)NC2CC2)cc1 | -11.2
CCCCN(C=O)c1c(CC)nc2ccc(C(=O)NCCc3ccccn3)cn12 | 3.9
COc1ccccc1CN1C[C@@H]2N[C@H](C1)C2c1ccc(-c2ccccc2OC)cc1 (stereo not given in full) | 20.9&-14.9[25 µM]
CCC(=O)N1[C@@H]2c3ccc(C4=CCCC4)c(=O)n3C[C@@H]2[C@@H](CO)[C@@H]1C(=O)NCc1ccccc1 | -3.2[25 µM]
CO[C@@H](C(=O)N(C)C[C@H]1OCc2ccccc2-c2c(n(C)c3ccccc23)C(=O)N([C@H](C)CO)C[C@@H]1C)c1ccccc1 | -6.9[25 µM]
Cc1nc2ccccc2nc1CSc1nncs1 | 1.6
CC(=O)NC[C@@H]1[C@@H](c2ccc(C3=CCCCC3)cc2)[C@H](CO)N1C(=O)NC(C)C | -38.3
COc1ccc2c3c(n(C)c2c1)[C@@H](CO)N(C(=O)C1CCOCC1)CC31CCN(C(=O)C2CCOCC2)CC1 | 4.1
Oc1c(C(c2ccccc2Cl)N2CCCC2)ccc2cccnc12 (stereo not given) | 25.7
O=C(c1ccco1)N1CCN(C(=O)C2CCCO2)CC1 (stereo not given) | 2.0
CC(C)(C)C(=O)Nc1ccc(F)cc1[N+](=O)[O-] | 15.3
O=C(c1cc(-c2ccc3c(c2)OCO3)on1)N1CCCCC1 | 54.4*
COC(=O)N1CN(C(=O)OC)CN(C(=O)OC)C1 | 7.5
COc1ccccc1CNC(=O)CCn1c(=O)sc2ccccc21 | 8.6
Cc1ccccc1-n1c(SCC(=O)NCC2CCCO2)nnc1-c1ccncc1 (stereo not given) | -11.9
O=C(c1ccccc1-c1nc2ccccc2[nH]1)N1CCOCC1 | 5.6
CC(C)NC(=O)N1[C@H](C(=O)N2CCOCC2)[C@@H](CO)[C@@H]2Cn3c(ccc(-c4ccc(F)cc4)c3=O)[C@@H]21 | -21.8[25 µM]
CCn1c(N)[n+](CC(=O)Nc2ccc(SC(F)F)cc2)c2ccccc21 | 2.8
CC(C)(O)C#Cc1ccc([C@H]2[C@H]3CN(Cc4ccccc4F)CCCCN3[C@H]2CO)cc1 | -16.9[25 µM]
Cc1c(C(=O)OCC(=O)Nc2ccc(C(=O)N(C)C)cc2)oc2ccccc12 | 2.3

Two entries from above in a different format.
compound	BL2 CD40 inh
CC(C)(O)C#Cc1ccc([C@H]2[C@H]3CN(Cc4ccccc4F)CCCCN3[C@H]2CO)cc1	-16.9[25 µM]
Cc1c(C(=O)OCC(=O)Nc2ccc(C(=O)N(C)C)cc2)oc2ccccc12	2.3

Next section:
SMILES | BL2 CD40 inh
CN1c2ccc(Br)cc2[C@H]2[C@H](CCN2C(=O)Nc2cccc(F)c2)[C@H]1CO | -10.7[25 µM]
O=C1N(Cc2cccnc2)C[C@@H]2C[C@@H](c3ccc4nsnc4c3)N3CCC[C@@]123 | 4.6
O=S(=O)(c1ccc(-c2ccccc2)cc1)N1C[C@@H]2N[C@H](C1)C2c1ccc(-c2ccccc2)cc1 (stereo not given in full) | -15.0&12.8
COc1ccc2c3c(n(C)c2c1)[C@H](CO)NCC31CN(C(=O)Nc2ccccc2F)C1 | -6.5[25 µM]
CCCC#Cc1ccc([C@H]2[C@H](C#N)N(C(=O)C3CC3)[C@H]2CO)cc1 | 5.2
COCCCNC(=S)N1CCCC(c2nc3cc(C)c(C)cc3[nH]2)C1 (stereo not given) | 13.3
COc1ccccc1C#Cc1ccc([C@@H]2[C@@H](C#N)N(C(=O)C3CCCC3)[C@@H]2CO)cc1 | 13.9
C[C@H]1CN(C)C(=O)c2cc(N)ccc2O[C@H]1CN(C)S(C)(=O)=O | 0.1
COCC(=O)N1[C@H](CO)[C@@H](c2ccc(-c3ccccc3OC)cc2)C12CN(C(C)=O)C2 | -2.2[25 µM]
O=C(Nc1ccc(F)cc1)N1CCCCN2[C@@H](CO)[C@H](c3ccc(C4=CCCCC4)cc3)[C@@H]2C1 | 18.3
Cc1onc(-c2ccccc2Cl)c1C(=O)N1CCN(c2ncccn2)CC1 | 1.1
